RAD52 inh: blocks human RAD52 DNA annealing; recombinant RAD52 DNA annealing, FRET fluorescence; inhibition, % at 18.7 µM; 0.46% of 360,000 active; AID 651710;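 active = every replicate showing at least 50% inhibition; inconclusive = mean inhibition at least 50% but not in every replicate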
E-sel inducer: E-selectin induction on HUVECs. activation, % at 7.58 µM. 0.37% of 260,000 active. HUVEC E-selectin immunofluorescence imaging; normalized: neutral wells 0, TNF-alpha wells 100. P16581;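 active = mean E-selectin-positive cell signal at least 10% of the positive control, reached in at least 60% of replicates, without over 20% cell loss; inconclusive = no rule given, readout overlaps actives, possibly toxicity-flagged; inactive = the rest, including those meeting only one limit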;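 note: in these data hits start at about 27%; measured in HUVEC primary endothelial cells; signal is the percent of cells scored E-selectin positive by PE staining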
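assay system = HUVEC, human umbilical vein endothelial cells | input = 3,000 HUVEC seeded per well | medium = EGM-2 growth medium on 0.1% gelatin-coated wells | dosing = one compound dose added by pin transfer | signal = immunofluorescence imaging | read-out basis = % PE-positive cells | control set = TNF-alpha, DMSO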
ERp5 inh: ERp5 (human) disulfide isomerase inhibition; AID 651711; inhibition, % at 9.99 µM; 0.05% of 350,000 active; ERp5 insulin aggregation, absorbance 650 nm, 90 min;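 active = mean replicate inhibition above about 25%, with every replicate also reaching it, limit read from the data, passing the limit was not always enough; inconclusive = only one of those two criteria met; inactive = neither criterion met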
RAD54 branch: blocks human RAD54 Holliday junction branch migration | Q92698 | FAM/BHQ fluorescence | inhibition, % at 10.4 µM | 0.14% of 360,000 active | AID 602329;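 active = mean normalized replicate activity at least 40 and at least half of replicates scoring 40 or more; inconclusive = only one of the two criteria met; inactive = mean below 40 and under half of replicates reaching 40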;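 note: 0% = median of neutral control wells and 100% = median of positive control wells; inhibitors cause a drop in the FAM fluorescence signal; in these data hits start at about 50%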
Target sequence (Q92698 whole entry, looked up): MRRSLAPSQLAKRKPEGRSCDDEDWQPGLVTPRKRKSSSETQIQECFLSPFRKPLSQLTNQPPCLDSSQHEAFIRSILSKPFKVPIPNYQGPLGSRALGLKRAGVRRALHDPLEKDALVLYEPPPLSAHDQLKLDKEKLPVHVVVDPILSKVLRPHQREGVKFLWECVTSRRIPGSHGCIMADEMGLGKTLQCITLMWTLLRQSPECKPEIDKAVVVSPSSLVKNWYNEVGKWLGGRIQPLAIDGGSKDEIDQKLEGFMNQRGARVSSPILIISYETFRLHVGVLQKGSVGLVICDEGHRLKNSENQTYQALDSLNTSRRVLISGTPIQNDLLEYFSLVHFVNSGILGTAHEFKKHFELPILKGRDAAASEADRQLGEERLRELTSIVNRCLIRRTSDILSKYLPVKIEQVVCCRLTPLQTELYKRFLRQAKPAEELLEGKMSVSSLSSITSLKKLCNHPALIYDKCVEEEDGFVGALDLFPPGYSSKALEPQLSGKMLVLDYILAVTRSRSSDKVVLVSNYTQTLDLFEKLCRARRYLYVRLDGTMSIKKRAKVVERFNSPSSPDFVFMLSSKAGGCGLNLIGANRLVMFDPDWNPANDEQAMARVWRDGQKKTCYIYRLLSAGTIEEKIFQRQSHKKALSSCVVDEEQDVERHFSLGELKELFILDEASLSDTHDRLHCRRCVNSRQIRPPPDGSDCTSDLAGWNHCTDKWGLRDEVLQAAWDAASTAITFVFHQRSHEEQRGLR
esBAF inh: SWI/SNF esBAF complex inhibition. mouse ES cells, Bmi1-luciferase knock-in reporter, 24 h; 100% = twice the neutral-well signal. reporter increase, % at 12.5 µM. 2% of 350,000 active; in the data active = activation above about 40%; inconclusive = no clear call, values can overlap the other calls;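 note: 0% = median of the plate's neutral control wells and 100% = double that signal; a rise in the Bmi1 reporter signal indicates esBAF inhibition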
ERAP1 HTS inh: inhibitors of human ERAP1 aminopeptidase. Q9NZ08. recombinant ERAP1, Leu-AMC fluorescence, 60 min. inhibition, % at 10.7 µM. 0.15% of 340,000 active. AID 652197;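 active = mean replicate inhibition of at least 30%, or all replicates individually reaching that 30% level; inactive = mean below 30% and not every replicate reaching it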;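 note: 0% = neutral control wells and 100% = L-leucinethiol positive control wells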
Xi reactivation: X-chromosome reactivation activator | XiGFP mouse fibroblasts, % GFP-positive cells imaging, 3 d; cells co-treated with 5-aza-dC sensitizer; scaled so ellipticine positive control = 100% | activation, % at 7.58 µM | 0.055% of 360,000 active | AID 743238;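 active = mean normalized replicate activation at least 10% and every replicate at or above 10%; inconclusive = only one of the two criteria met; inactive = mean below 10% and not all replicates reach 10%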;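 note: 0% = median of on-plate neutral control wells and 100% = ellipticine 6 µM median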
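Assay system – SV40-immortalized XiGFP fibroblast cells, line 68-5-11 · Buffer or medium – DMEM supplemented with 5-aza-dC as sensitizing agent · Dosing – one concentration, pinned · Benchmarks – positive control ellipticine, 6 µM final · Times – 3 days compound exposure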
S100A4 MyoIIA: blocks human S100A4 binding to myosin IIA peptide | S100A4/TAMRA-MyoIIA peptide fluorescence polarization | inhibition, % at 10.7 µM | P26447 | 0.14% of 360,000 active;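 active = mean inhibition of at least 70% across replicates, with every replicate also reaching that level; inconclusive = mean inhibition reaches 70% but some replicates fall short; inactive = mean inhibition below 70%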
Target sequence (P26447 whole entry, looked up): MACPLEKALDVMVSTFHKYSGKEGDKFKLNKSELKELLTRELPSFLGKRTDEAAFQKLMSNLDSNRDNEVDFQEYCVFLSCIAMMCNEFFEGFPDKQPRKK
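Test system – S100A4 monomer (human) · Compound – single-point compound testing · Schedule – 5 min incubation before reading · Probe or stimulus – TAMRA-labelled myosin IIA heavy-chain peptide probe, 5 nM · Benchmarks – neutral control DMSO, positive control TFP · Medium – Calcium-containing HEPES buffer, pH 7.2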
The depositor's hits bear a star; ? = inconclusive; . = not tested or not shown; & = joins results of further samples. Rows were taken by chance; 2.5% or so of the library scored in one or more.

The line under a structure holds: RAD52 inh | E-sel inducer | ERp5 inh | RAD54 branch | esBAF inh | ERAP1 HTS inh | Xi reactivation | S100A4 MyoIIA
COc1ccc(S(=O)(=O)Nc2ccc3c(c2)C(=O)N([C@H](C)CO)C[C@H](C)[C@@H](CN(C)S(=O)(=O)c2ccc(Cl)cc2)O3)cc1
  . | 8.3 | . | 4 | -2 | . | 0.0 | .
C[C@H]1CCCCO[C@H](CN(C)C(=O)C2CCCCC2)[C@@H](C)CN([C@@H](C)CO)C(=O)c2cc(NC(=O)Cc3ccccc3)ccc2O1
  8 | 0.0 | -7 | 5 | 2 | 1 | 0.0 | 7
COc1ccc(CCn2c(=N)c(C(=O)NC3CCCC3)cc3c(=O)n4cccc(C)c4nc32)cc1
  -11 | . | -4 | 11 | -2 | -1 | 0.7 | -2
COC(=O)C[C@H]1CC[C@@H](N)[C@@H](CO)O1
  -11 | 0.2 | 0 | 5 | 2 | 0 | 0.5 | 1
CCSCCOC(=O)C1=C(C)NC(=O)NC1c1cccc(OC)c1OC (stereo unspecified)
  -8 | . | -2 | 4 | -3 | 0 | . | 2
CCOc1ccc(OCC)c(NC(=O)C2CCCN(S(=O)(=O)c3c(C)n[nH]c3C)C2)c1 (stereo unspecified)
  7 | -0.1 | 1 | 4 | 12 | 2 | 0.1 | 0
CCCOC1CCCN(Cc2nc(-c3cnccn3)no2)C1 (stereo unspecified)
  -7 | 0.7 | 0 | 0 | -3 | -2 | -0.1 | 2
C[C@@H]1CCCCO[C@H](CN(C)S(=O)(=O)c2cccs2)[C@@H](C)CN([C@@H](C)CO)C(=O)c2cc(N(C)C)ccc2O1
  39 | 0.1 | 1 | -9 | 1 | -1 | -0.6 | 3
CCC(=O)N1CCc2cc(Br)c(S(=O)(=O)CCC(=O)NCCOC)cc21
  -6 | . | 0 | . | . | -11 | 0.1 | -7
Cc1ccc(S(=O)(=O)N[C@@H]2C=C[C@@H](CC(=O)NCCc3ccncc3)O[C@H]2CO)cc1
  -1 | 0.3 | -1 | 7 | -1 | 3 | -0.6 | -8
CO[C@H]1CN(C)C(=O)c2ccc(NC(C)=O)cc2OC[C@@H](C)N(C(=O)Cc2ccccn2)C[C@H]1C
  -18 | 0.3 | 2 | -3 | -5 | 2 | 0.2 | 3
C[C@@H]1CN([C@H](C)CO)C(=O)c2cc(C#CC3CCCC3)cnc2O[C@H]1CN(C)C(=O)Cc1ccccn1
  -16 | -0.1 | 0 | -14 | 0 | -4 | -0.3 | -7
COC(C[C@@H]1O[C@@H]1[C@@H](O)[C@H](C)OCc1ccccc1)OC
  0 | 0.2 | 0 | -6 | 4 | -3 | 0.0 | 3
COc1ccc(S(=O)(=O)Nc2ccc3c(c2)C(=O)N([C@@H](C)CO)C[C@@H](C)[C@@H](CN(C)Cc2ccc(C(F)(F)F)cc2)OCCCC[C@@H](C)O3)cc1
  13 | -0.1 | 1 | -1 | -1 | 5 | 0.3 | 2
C[C@H]1CN([C@@H](C)CO)S(=O)(=O)c2ccc(C#CC3CC3)cc2O[C@@H]1CN(C)C(=O)CN(C)C
  6 | 0.0 | 0 | -6 | 1 | 2 | -0.3 | -3
C[C@@H]1CCCCO[C@@H](CN(C)Cc2ccncc2)[C@H](C)CN([C@@H](C)CO)C(=O)c2cc(NC(=O)c3ccccc3)ccc2O1
  -3 | -0.1 | -1 | -5 | -8 | 0 | 0.1 | -4
Cc1ccc(OC(=O)N(C)C[C@@H]2OCc3cn(nn3)CCCC(=O)N([C@H](C)CO)C[C@H]2C)cc1
  -6&2&13 | 0.1&0.0 | 2&0&8 | 12&-5&-3 | -4&0&-3 | -1&2&-8 | 0.3&0.1 | 5&29&3
O=C(NCCc1c[nH]c2ccccc12)C(=O)Nc1ccccc1
  -4 | . | -10 | 14 | 58* | -1 | 0.4 | -1
O=C(Nc1cc(F)ccc1F)N1CC(=O)N2[C@H](CO)[C@@H](c3ccc(/C=C/c4ccccc4)cc3)[C@@H]2C1
  -13 | 0.8 | -5 | . | . | -4 | 0.1 | 31
COc1ccc(NC(=O)CN2C(=O)COc3ccc(C)cc32)cc1
  5 | 0.1 | 1 | -4 | -4 | 0 | 0.0 | 1
C[C@H]1CN([C@@H](C)CO)C(=O)c2cc(NC(=O)CCCN(C)C)ccc2O[C@@H]1CN(C)Cc1ccccc1
  8 | 0.1 | 3 | 7 | 5 | 3 | 0.0 | -7
CCOC(=O)NC(=O)COC(=O)CNC(=O)c1ccc(OCC)c(OCC)c1
  -8 | -0.1 | 6 | . | . | -4 | 0.0 | -1
COc1ccc(C2NC(=O)NC(C)=C2[N+](=O)[O-])cc1OC (stereo unspecified)
  6 | -0.1 | 2 | . | . | . | -0.1 | 5
C[C@@H]1CN([C@@H](C)CO)C(=O)c2cc(NC(=O)Nc3ccc4c(c3)OCO4)ccc2O[C@@H](C)CCCCO[C@H]1CN(C)S(=O)(=O)c1ccccc1
  -13 | 0.0 | 6 | -1 | -2 | 1 | 0.1 | -6
OC[C@H]1[C@H](c2ccc(C#CC3(O)CCCC3)cc2)[C@H]2CN(Cc3ccncc3)CCCCN21
  -8 | -0.2 | 1 | 1 | . | 1 | 0.0 | -5
CCOc1ccc(-c2nc(C)sc2CC(=O)O)cc1
  -17 | . | -2 | -3 | 4 | 1 | . | -2
COc1ccc(C(=O)Nc2ccc(-c3n[nH]c(=S)o3)cc2)cc1OC
  -12 | ? | -4 | -1 | -4 | -1 | 0.2 | -10
O=C(C[C@@H]1CC[C@H](NS(=O)(=O)c2ccccc2)[C@H](CO)O1)N1CCC(Cc2ccccc2)CC1
  6 | 0.0 | 0 | . | . | 2 | 0.3 | -2
CCNc1ccc(C(=O)OCC(=O)N2CCCC2)cc1[N+](=O)[O-]
  -11 | 0.7 | 7 | 4 | 1 | -4 | -0.1 | 20
Cc1ccc(/C=C/C(=O)OCC(=O)NCCN2C(=O)CSC2=O)cc1
  -13 | . | 3 | . | . | -1 | 0.0 | -1
CC(=O)N1Cc2cc(N)ccc2Oc2ccccc21
  -9 | . | 0 | -11 | -8 | 4 | -0.1 | -10
Cc1noc(C)c1NC(=O)N(C)C[C@H]1Oc2c(NC(=O)NC3CCCCC3)cccc2C(=O)N([C@@H](C)CO)C[C@@H]1C
  -12 | -0.2 | -1 | 3 | -3 | -3 | -0.3 | 2
Cc1ccc(C(C)C)cc1S(=O)(=O)NC1CC(C)(C)NC(C)(C)C1
  -5 | . | 3 | 2 | 1 | -1 | 0.0 | -3
O=C1NC2(Nc3ccccc31)C(=O)Nc1ccc(Br)cc12 (stereo unspecified)
  -23 | . | 2 | 1 | 2 | -4 | 0.4 | -9
COc1cc(/C=C2/C(=N)N3N=C(CC(=O)N4CCOCC4)SC3=NC2=O)ccc1OC(C)c1ccccc1 (stereo unspecified)
  -11 | 0.5 | -1 | -12 | -3 | 5 | 0.1 | 7
CCOC(=O)N1CN(C(=O)OCC)CN(C(=O)OCC)C1
  -10 | 0.2 | 1 | 2 | -4 | 0 | 0.0 | -8
C[C@H](CO)N1C[C@H](C)[C@@H](CN(C)C(=O)c2cnccn2)Oc2ncc(-c3cccc(F)c3)cc2C1=O
  6 | 0.2 | -1 | -4 | -4 | -1 | 0.4 | -3
COC(=O)N(C)C[C@H]1OCc2ccccc2-c2ccccc2C(=O)N([C@@H](C)CO)C[C@@H]1C
  -2 | -0.1 | 8 | 2 | -7 | -1 | 0.1 | -1
COc1ccc(OC)c(N(CC(=O)NCCSC2CCCCC2)S(=O)(=O)c2ccccc2)c1
  3 | 0.9 | 3 | -5 | -5 | 2 | 0.8 | -1
Cc1ccc(S(=O)(=O)NCCCNS(=O)(=O)c2ccc(C)cc2)cc1
  -13 | -0.3 | 1 | -7 | 7 | 1 | 0.1 | -26
Cc1nc2sccn2c(=O)c1S(=O)(=O)N1CCN(c2cccc(Cl)c2)CC1
  -9 | 0.6 | 5 | 13 | -4 | 3 | 0.2 | 3
Cc1noc(C)c1NC(=O)N(C)C[C@@H]1Oc2c(NS(=O)(=O)c3ccccc3)cccc2C(=O)N([C@H](C)CO)C[C@@H]1C
  -4 | -0.2 | -2 | -3 | 3 | 0 | -0.3 | 3
O=C(N1CCCCC1)N1CCN(S(=O)(=O)c2ccccc2)CC1
  4 | . | 2 | 2 | 1 | -1 | 0.0 | -2
CC(C)(C)NC(=O)CN(Cc1cccs1)C(=O)CCN1CCc2ccccc21
  -15 | . | 5 | . | . | -4 | -0.1 | -8
CN(C(=O)COc1ccccc1C(=O)NCc1ccccc1)C1CCS(=O)(=O)C1 (stereo unspecified)
  -9 | . | -6 | . | . | -1 | 0.0 | 2
O=C(CSCC(=O)N1CCOCC1)Nc1nc(-c2ccccc2)cs1
  -5 | -0.7 | 0 | . | 27 | . | 4.0 | 3
O=c1c2c(ncn1Cc1ccccc1)nc1n2CCC1
  -11 | . | -2 | . | . | 9 | 0.0 | -27
COc1ccc(OC)c(C2=NOC(C(=O)Nc3cc(C)on3)C2)c1 (stereo unspecified)
  -5 | 2.8 | -7 | -2 | -3 | . | -0.2 | 5
COc1cc(-c2noc(C)c2-c2ccc(N(C)C)nc2)cc(OC)c1OC
  -10 | -0.3 | 5 | -1 | -23 | -1 | 0.2 | -10
CC=Cc1ccc2n(c1=O)C[C@H]1N[C@@H]2[C@@H](C(=O)NC2CCCCC2)[C@@H]1CO (mixture of isomers)
  10 | 0.1 | -3 | 10 | 1 | 0 | -0.1 | 0
CCCc1nnc(SCC(=O)Nc2cc(C)on2)n1CCOC
  -12 | . | -2 | 2 | -1 | -1 | 0.1 | 0
CCC(=O)Nc1ccc(Cl)c(NC(=O)C(C)C)c1
  -11 | . | 3 | 6 | 5 | 7 | . | 11
COc1ccc(CNC(=S)Nc2ccc(S(N)(=O)=O)cc2)cc1
  -16 | -0.1 | 6 | 1 | -1 | -3 | 0.0 | -7
CC(C)NC(=O)COc1coc(CN2CCN(Cc3ccccc3)CC2)cc1=O
  -6 | -0.1 | 3 | -10 | -2 | -2 | 0.0 | -2
Cc1ccccc1CCNC(=O)C1CCC(=O)N(C2CCCCCC2)C1 (stereo unspecified)
  -9 | . | -7 | 4 | 0 | -1 | 0.1 | -1
CN1C(=O)c2cc(NS(=O)(=O)c3ccccc3Cl)ccc2OC[C@@H]2O[C@H](CC(=O)O)CC[C@@H]21
  7 | 0.0 | -1 | 1 | -2 | 2 | 0.1 | -11
COC(=O)c1ccc(CN2CC(=O)N3[C@H](CO)[C@H](c4ccc(-c5cccnc5)cc4)[C@H]3C2)cc1
  -4 | 0.1 | 2 | . | . | -1 | 0.0 | 3
CC(=O)N(c1ccc(C(F)(F)F)cc1)S(=O)(=O)c1ccc(N2C(=O)CCC2=O)cc1
  -1 | -0.2 | -4 | -6 | 10 | 1 | 0.1 | -2

Screens from PubChem BioAssay.
